Growth percent in the NCI-60 one-dose screen (48 h, 10 µM unless noted): 100 = growth as untreated, 0 = no growth, -100 = all killed.
HL-60(TB): HL-60(TB) leukemia cells | 78,000 compounds, 9% hits | AID 1794776; active = growth percent below 10
Active calls of the source: *; & = joins results of further samples; [ ] = remark or other dose.

SMILES	HL-60(TB)
C/C1=C\CC[C@@]2(C)O[C@H]2[C@H]2OC(=O)C(COc3ccc4ccccc4c3)[C@@H]2CC1 (stereo partly specified)	110
CC1(C)CC[C@]2(CO)CC[C@]3(C)[C@H](CC[C@@H]4[C@@]5(C)CC[C@H](O)C(C)(C)[C@@H]5CC[C@]43C)[C@H]2[C@H]1O	117
c1cc[n+](C[n+]2ccccc2)cc1	116
CCOC(=O)c1ccc2c(c1)[n+](=O)c(C(C)=O)c(C)n2[O-]	66
O=c1c([N+](=O)[O-])cnc2nc(Nc3ccc(Cl)cc3)[nH]n12	100
O=C(OCC1CCC=CO1)C1CCC=CO1 (stereo unspecified)	82
Clc1ccc(Nc2ccc3nnc(-c4ccncc4)n3n2)cc1	66
CCN(CC)CC(=O)Nc1ccc(C)c(Cl)c1	100
COc1ccc(C(O)(C(=O)O)c2ccc(OC)cc2)cc1	97
NS(=O)(=O)c1ccc(Nc2nc(Nc3ccccc3)nc(-n3nc(-c4ccccc4)cc3-c3ccccc3)n2)cc1	4.8*
COc1cc(C(=O)OCCCN2CCOCC2)cc(OC)c1OC	105
Cn1c2ccccc2c2c3c(c4c5ccc(Br)cc5oc4c21)C(=O)N(O)C3=O	73
O/N=C(\CSc1nnc(-c2ccccc2)o1)c1ccc(Cl)cc1	81
COC(=O)c1nc(-c2ccc(C)cc2)oc1Sc1ccc(Cl)cc1	87
COc1ccc2[nH]cc(-c3nc(-c4ccsc4)cs3)c2c1	88
CCc1ccc(-c2cn3ccnc3c(-c3ccc4ncn(Cc5ccccc5)c4c3)n2)cc1	60
Cc1ccc(/C=C2\CN(C(=O)CCN3CCC(=NO)CC3)C/C(=C\c3ccc(C)cc3)C2=O)cc1	-11*
CCCCSc1nc(N/N=C/c2cc(Cl)ccc2O)c(C#N)c(-c2ccc(Cl)cc2)n1	70
CC(=O)Nc1c(Cl)cc(N)cc1Cl	95
Cc1ccc(-c2cc(CS(=O)(=O)N3CC=CC3)on2)cc1	99
CC(C)=CCC[C@](C)(OCCC#N)[C@H]1CC[C@]2(C)[C@@H]1CC[C@@H]1[C@@]3(C)CC[C@H](OCCC#N)C(C)(C)[C@@H]3CC[C@]12C	82
CCCSc1nc(Oc2ccccc2/C=C2/SC(=O)NC2=O)c(C#N)c(-c2ccc(F)cc2)n1	101
O=C(Nc1ccc(OCc2nc3ccccc3[nH]2)cc1)Nc1ccc(Cl)c(Cl)c1	77
N#C/C(=C\c1ccccc1)C(=O)Nc1ncc(Cc2ccccc2)s1	100
C#CC(C)(O)c1ccc(Cl)cc1 (stereo unspecified)	109
(next part)
SMILES	HL-60(TB)
NC1C(=O)NC(=O)NC1=S (stereo unspecified)	102&110
O/N=C1/CCSc2ccccc21	92
Cc1ncc(CSSCc2cnc(C)c(O)c2CO)c(CO)c1O	115
CCN1CCOC1=O	96
COc1cc(-c2c3c(cn2Cc2ccccc2)-c2oncc2CCC3)cc(OC)c1OC	98
CC[C@]12C=CCN3CC[C@@]4(c5ccc(OC)cc5N(C)[C@H]4[C@@](O)(C(=O)OC)[C@@H]1OC(=O)CCC[P+](c1ccccc1)(c1ccccc1)c1ccccc1)[C@@H]32	-53*
O=C1c2c(c3c4ccccc4[nH]c3c3ccc4ccccc4c23)C(=O)N1CCN1CCCCC1	9.2*
CN1CCc2nc3sc(C(N)=O)c(N)c3c(-c3cccs3)c2C1	7.3*
COc1ccc(C(=O)c2cc(F)c(F)c(OC)c2F)cc1OC(=O)CCl	12
CC(=O)Nc1ccc(S(=O)(=O)Nc2cccc(-c3nc(-c4ccc(NC(=O)c5cccnc5)cc4Cl)no3)c2)cc1	24
Nc1ccc(C(=O)Nc2cncnc2Oc2cccc(C(F)(F)F)c2)cc1	77
Nc1nsc(C(=O)c2ccc(O)cc2)n1	92
CN1CC(=O)N(c2ccccc2)N=C1C(=O)Nc1ccccc1Cl	94
CN(C)c1ccc(/C=C\c2cccc[n+]2C)cc1	27
Cc1nc2sc3c(c2c(C)c1Br)NC(c1ccccc1F)NC3=O (stereo unspecified)	99
NC(=O)c1c(NC(=O)c2cccc(C(F)(F)F)c2)sc2cc(O)ccc12	57
COc1ccc(-c2csc(NC(=O)CN3CCN(c4cc(=O)[nH]c5ccc(F)cc45)CC3)n2)cc1	77
Ic1ccc(I)cc1	95
Nc1nc(Nc2ccccc2SSc2ccccc2Nc2nc(N)nc(-c3cnccn3)n2)nc(-c2cnccn2)n1	124
C=CCOc1cccc(/C=C2\SC(=Nc3ccc(O)cc3)NC2=O)c1	-17*
CNC(=O)c1cc(Oc2ccc3nc(NC(=O)c4cc(F)cc(F)c4)sc3c2)ccn1	94
CC/C=C/N1CCCC1	196
CCN(CC)C(=S)SCCC(N)=O	112
CCN(CCC(=O)OC)Cc1ccnc2ccccc12	64
Cc1ccc(S(=O)(=O)N2CCC(O)(c3ccccc3)CC2)cc1	95
More results follow.
SMILES	HL-60(TB)
CCOC(=O)c1nn(C2CCCCO2)c2ccc(NC(=O)CN3C(=O)c4ccccc4C3=O)cc12 (stereo unspecified)	115
O=C(Nc1cccc(-c2cn(-c3ccc4oc(=O)ccc4c3)nn2)c1)Nc1cc(C(F)(F)F)cc(C(F)(F)F)c1	34
CCCCOC(=O)c1cccnc1	90&98
CCCCCCc1cc2cc(-c3nc4ccccc4[nH]3)c(=Nc3ccccc3C)oc2cc1O	12
CCOC(=O)c1[nH]cc(-c2ccccc2)c1-c1ccccc1OC	91
O=C1CC(c2ccccc2Cl)c2cnn(Cc3ccc4c(c3)OCO4)c2N1 (stereo unspecified)	96
O=C(/C=C/c1cccc2ccccc12)Nc1ncc(Cc2ccccc2)s1	-11*
CC(C)[C@H](NC(=O)OCc1ccccc1)C(=O)C1CO1 (stereo partly specified)	96
CCCCn1c(C)nc2ccc(Nc3nc(N4CCN(C)CC4)nc4nc[nH]c34)cc21	100
N#CCCOCC(OCCC#N)C(OCCC#N)C(OCCC#N)C(COCCC#N)OCCC#N (stereo unspecified)	94
C[C@]12CC[C@H](OC3OC(O)C(O)C(O)C3O)C=C1CCC1C2CC[C@]2(C)[C@@H](c3ccc(=O)oc3)CC[C@]12O (stereo partly specified)	-57*
Nc1ccc(-c2nnc(SCc3ccc(O)c4ncccc34)n2-c2ccccc2)cc1	12
COc1cc(/C=N/NC(=O)Cn2c(C(C)C)nc3ccccc32)ccc1O	85
CCN1C(=O)N(CC)C2C1NC(=S)N2/N=C/c1ccc(F)cc1 (stereo unspecified)	99
Nc1c(C(=O)Nc2ccccc2C(F)(F)F)sc2nc3c(cc12)CCC3	87
Nc1cc(C(=O)N/N=C/c2ccc(OC(F)F)c(Oc3ccccc3)c2)nn1CC(O)c1ccccc1 (stereo unspecified)	99
CC(=O)O[C@H]1CCC2=C(CC(F)C[C@@H]3[C@@H]2CC[C@]2(C)C(=O)CC[C@@H]32)C1 (stereo partly specified)	97
CC1(C)C2CCC1(CS(=O)(=O)O)C(=O)/C2=C\c1ccc(/C=C2\C(=O)C3(CS(=O)(=O)O)CCC2C3(C)C)cc1	89
CC(=O)/C(=C/N1CC(=O)NC1=S)C(=O)Nc1ccccc1	103
CSc1nc2c(c(=O)n1C)C(c1ccc(F)cc1)C=C(C(=O)O)N2 (stereo unspecified)	115
CCOC(=O)C1=Nc2cccc3c(O)ccc1c23	87
CCOC(=O)N1CCN(c2ccc(C)cc2)CC1	91
COc1cc2ncnc(-n3ncc4cc(NC(=O)Nc5ccccc5)ccc43)c2cc1OC	-16*
O=C(/C=C/c1ccc(Cl)cc1)c1cccc(Nc2nc(Nc3ccccc3)nc(Nc3ccccc3)n2)c1	96
Cc1cccc2c(=O)c3c(sc12)c(NCc1ccccc1)nc1ccccc13	96
Next section
SMILES	HL-60(TB)
CC(=O)N1N=C(c2ccc(C(F)(F)F)c(F)c2)CC1c1[nH]c(C)c(C(=O)NCC(F)(F)F)c1C (stereo unspecified)	111
CCCN(CCC)c1nc(C)nc2nc(Cl)[nH]c12	75
NS(=O)(=O)c1ccc(Cl)c(Cl)c1	90
CC(C)CCC[C@@H](C)[C@H]1CC[C@H]2[C@@H]3CC[C@H]4CC(=O)[C@H](Br)C[C@]4(C)[C@H]3CC[C@]12C	103
CC(C)(C)CC(C)(C)n1nnnc1C(NC12CC3CC(CC(C3)C1)C2)c1ccccc1 (stereo unspecified)	99
C#CCOc1ccc(/C=N/Nc2nc(-c3ccc(C)cc3)cs2)cc1OCC#C	73
COc1ccc(NCC(=O)Nc2ccccn2)cc1	103
COc1cc2c(-c3cc4c(cc3CNCCc3ccc5c(c3)OCO5)OCO4)cccc2c(OC)c1O	71
COc1cc(/C=C/[N+](=O)[O-])cc(OC)c1	-20*
COc1cc(/C=C2\C(=O)Nc3ccccc32)ccc1OCc1ccccn1	87
CC1=C[C@H]2c3c(c(O)c(O)c4oc5ccccc5c(=O)c34)[C@H](c3cc(O)c(O)c4oc5ccccc5c(=O)c34)[C@H]2C(C)(C)C1	-23*
CCCCSc1ccc(Nc2ncnc(N)n2)cc1	98
CC1(c2cccc(Cl)c2)NC(=O)NC1=O (stereo unspecified)	106
CC(C)(C#N)N1CCN(c2cccc(Cl)c2)CC1	149
Cc1ccc(N=Nc2sc(-n3[nH]c(=O)ccc3=O)nc2O)cc1	97
O=CNc1ccc2c(c1)Cc1cc(NC=O)ccc1-2	99
Cc1ccc([C@@H]2C[C@H](O)Cc3cc(OC(F)(F)F)ccc3N2)s1	111
Cc1cccc(Nc2ncnc3oc(C)c(C(=O)NCCN4CCOCC4)c23)c1	92
COc1ccc(Cn2cc3c(c2-c2ccccc2)CC(C)(C)c2cnoc2-3)cc1	17
CCCCN1C(=O)CC(SC2CC(=O)N(CCCC)C2=O)C1=O (stereo unspecified)	132
COc1ccc(C2CC(c3cc(OC)c(OC)c(OC)c3)=NN2C(C)=O)cc1OCC(=O)Nc1nc2ccc(C(F)(F)F)cc2s1 (stereo unspecified)	79
O=S(=O)(c1ccccc1)C(Br)S(=O)(=O)c1ccccc1	96
Cc1oc2nc[nH]c(=O)c2c1C(=O)/C=C/c1ccc(N(C)C)cc1	82
O=C1Nc2cc(OC(F)(F)F)ccc2Oc2ccc(-c3ccnc(N4CC[C@H](O)C4)c3)cc21	-24*
C(=NNc1ncnc2ccccc12)c1cccnc1	107
Additional compounds.
SMILES	HL-60(TB)
COc1ccc(-c2nnc(SCc3ccc(O)c4ncccc34)n2-c2ccccc2)cc1	11
COc1ccc(C(=O)CSc2nc(-c3ccc(OC)cc3)c(C#N)c(=O)[nH]2)cc1	82
NS(=O)(=O)c1ccc(-n2nc(-c3ccc(F)cc3)ccc2=O)cc1	98[100 µM]
O=C1C=C(Cl)C(=O)c2ccccc21	57
CN(c1ccccc1)S(=O)(=O)c1ccccc1	78
O=C(O)C(/C=C/c1ccccc1)=N\O	35
CC(C)C[C@H](N)C(=O)NS(=O)(=O)c1ccc(Br)c2ccncc12	102
O=C(O)CSc1ccc(NCc2oc(CO)cc(=O)c2O)cc1	69
COc1ccc(/C=C(\C#N)C(=O)Nc2cccc(Nc3nc(SC)nc(-c4cccc([N+](=O)[O-])c4)c3C#N)c2)cc1	104
O=C(CCBr)N1CCN(C(=O)CCBr)CC1	84
NS(=O)(=O)c1ccc(CCN2C(=O)/C(=C/c3ccc(F)cc3)C=C2c2ccccc2)cc1	92
CCN(CC)C(=O)c1nc(-c2cccc3ccccc23)no1	80
CCCC(=O)OP(=O)(O)OC(=O)CCC	96
CC(=O)CSc1nc(-c2ccccc2)c(-c2ccccc2)o1	110
CSC(=O)NNc1nc2ccccc2s1	111
C=C(C)CCC(C)N1CCC(N2CCC(C(=O)NCCc3ccccc3)CC2)CC1 (stereo unspecified)	27
CC(=O)O[C@H]1CCC2C3CCC4=C/C(=N/O)CCC4(C)C3CCC21C (stereo partly specified)	23
Cc1nn(-c2ccc(F)cc2)c2ncnc(Nc3ccc(NC(=O)Nc4ccc(Cl)c(C(F)(F)F)c4)cc3)c12	13
O=C1C(=O)N(CCCCn2cc(CO)nn2)c2ccccc21	92
O=C1CSC(c2ccccc2Cl)N1c1ccccc1 (stereo unspecified)	94
Nc1cccc(CCCCc2ccc(Cl)c(S(=O)(=O)F)c2)c1	93
NS(=O)(=O)c1ccc(CCn2c(SCC(=O)Nc3ccccc3)nc3ccccc3c2=O)cc1	104
Cc1ccc(Cl)cc1NC=O	99
CSCC1OC(n2cnc3c(N)ncnc32)C(O)C1O (stereo unspecified)	110
COc1ccc(/C=N/N2CN(C(CC(N)=O)C(=O)O)P(Nc3ncccn3)N=C2N)cc1OC (stereo unspecified)	132
COc1ccc(OC)c(Nc2nc3nonc3nc2Nc2cccc(Br)c2)c1	-14*
COc1ccc(/C=C(/CC(=O)c2ccc(Cl)c(Cl)c2)C(=O)NN)cc1	100

For convenience, part of the list above.
SMILES	HL-60(TB)
COc1ccc(/C=C(\C#N)C(=O)Nc2cccc(Nc3nc(SC)nc(-c4cccc([N+](=O)[O-])c4)c3C#N)c2)cc1	104
O=C(CCBr)N1CCN(C(=O)CCBr)CC1	84
NS(=O)(=O)c1ccc(CCN2C(=O)/C(=C/c3ccc(F)cc3)C=C2c2ccccc2)cc1	92
CCN(CC)C(=O)c1nc(-c2cccc3ccccc23)no1	80
CCCC(=O)OP(=O)(O)OC(=O)CCC	96
CC(=O)CSc1nc(-c2ccccc2)c(-c2ccccc2)o1	110
CSC(=O)NNc1nc2ccccc2s1	111
C=C(C)CCC(C)N1CCC(N2CCC(C(=O)NCCc3ccccc3)CC2)CC1 (stereo unspecified)	27
CC(=O)O[C@H]1CCC2C3CCC4=C/C(=N/O)CCC4(C)C3CCC21C (stereo partly specified)	23
Cc1nn(-c2ccc(F)cc2)c2ncnc(Nc3ccc(NC(=O)Nc4ccc(Cl)c(C(F)(F)F)c4)cc3)c12	13
O=C1C(=O)N(CCCCn2cc(CO)nn2)c2ccccc21	92
O=C1CSC(c2ccccc2Cl)N1c1ccccc1 (stereo unspecified)	94
Nc1cccc(CCCCc2ccc(Cl)c(S(=O)(=O)F)c2)c1	93
NS(=O)(=O)c1ccc(CCn2c(SCC(=O)Nc3ccccc3)nc3ccccc3c2=O)cc1	104
Cc1ccc(Cl)cc1NC=O	99
CSCC1OC(n2cnc3c(N)ncnc32)C(O)C1O (stereo unspecified)	110
COc1ccc(/C=N/N2CN(C(CC(N)=O)C(=O)O)P(Nc3ncccn3)N=C2N)cc1OC (stereo unspecified)	132
COc1ccc(OC)c(Nc2nc3nonc3nc2Nc2cccc(Br)c2)c1	-14*
COc1ccc(/C=C(/CC(=O)c2ccc(Cl)c(Cl)c2)C(=O)NN)cc1	100

Screening results from PubChem BioAssay.

A portion of the library, so the mix of outcomes need not match the whole.
